Tcruzi prolif: T. cruzi intracellular proliferation inhibitors, primary screen, cell-based, beta-gal Tulahuen parasites, NIH3T3 host, luminescence | T. cruzi beta-gal in NIH3T3, GalScreen luminescence, 90 h | inhibition, % at 8.34 µM | 5.9% of 77,000 active;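 active means mean inhibition above about 93%, with at least 55% of replicates each passing it, limit read from the data, passing the limit was not always enough; inconclusive means only one of those two conditions holds; inactive means neither condition holds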
KDM4C inh: inhibitors of GASC-1 (KDM4C) histone demethylase, primary screen, biochemical, single concentration HTS | GST-KDM4C 2-372, H3K9me3 peptide, LANCE TR-FRET | 0.15% of 96,000 active | inhibition, % at 12.5 µM;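 active means mean replicate inhibition above about 25%, with at least 55% of replicates also reaching it, limit read from the data, passing the limit was not always enough; inconclusive means only one of those two conditions met; inactive means neither condition met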
Target sequence (Q9H3R0 2-372 limits assumed): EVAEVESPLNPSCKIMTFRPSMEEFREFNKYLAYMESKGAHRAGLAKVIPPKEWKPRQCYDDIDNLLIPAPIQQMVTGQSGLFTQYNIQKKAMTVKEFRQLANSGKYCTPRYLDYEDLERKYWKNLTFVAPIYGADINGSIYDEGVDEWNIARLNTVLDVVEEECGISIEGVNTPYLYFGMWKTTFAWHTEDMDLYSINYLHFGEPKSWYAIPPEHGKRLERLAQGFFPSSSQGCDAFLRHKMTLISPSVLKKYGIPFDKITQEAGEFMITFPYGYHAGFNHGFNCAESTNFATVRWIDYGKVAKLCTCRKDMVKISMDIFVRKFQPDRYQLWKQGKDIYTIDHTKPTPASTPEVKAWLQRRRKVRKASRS
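Test system: N-terminal GST-fused human GASC-1 (KDM4C) fragment, residues 2-372; quantity: GASC-1 enzyme at 10 nM final in reaction; dosing: single dose; schedule: 30 min demethylation and 1 h detection at room temperature; signal: LANCE TR-FRET, excitation 340 nm, emissions 618 and 671 nm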
C diff growth: C. difficile growth inhibitors, primary screen, HTS. Clostridium difficile clinical isolate growth, OD600, 24 h; active compounds read low. growth activity, negative = inhibition, % at 16 µg/mL (by protocol). 0.25% of 86,000 active;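 active means mean growth activity at or below -80% and every replicate also at or below -80%; inconclusive means mean at or below -80% but some replicate above -80%; inactive means mean growth activity above -80%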;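 further: 0% = DMSO wells and -100% = levofloxacin 16 µg/mL wells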
Pf Dd2 growth: P. falciparum Dd2 growth inhibitors, primary screen, SYBR Green fluorescence, single dose replicates; 72 h; active compounds read low; activity change, % at 10 µM; 2.3% of 94,000 active; AID 1159554, 2015; in the data active means activity change below about -80%; inconclusive means no clear call, values can overlap the other calls
Numbers without * were called inactive; ? = inconclusive; . = no result given; & = joins results of further samples.

Order of results – KDM4C inh, Pf Dd2 growth, Tcruzi prolif, C diff growth
- COCC(=O)Nc1ccc2c(c1)C(=O)N(C)C[C@H](OC)[C@@H](C)CN(C(=O)c1ccncc1)[C@H](C)CO2
  2.2, 32, 5, -17
- CCC(=O)N1C[C@H](C)[C@@H](OC)CN(C)C(=O)c2ccc(NC(=O)Nc3cccc(F)c3)cc2OC[C@H]1C
  10, -2, -43, -7
- OC[C@@H]1CC[C@@H]2O[C@H](CCc3ccc(-c4ccc(F)cc4)cc3)[C@H](n3cc(C4CC4)nn3)C[C@@H]2O1
  ., -78, ., -9
- Cc1ccc(S(=O)(=O)N(C)C[C@H]2Oc3ccc(NC(=O)Cn4cnnn4)cc3CC(=O)N([C@@H](C)CO)C[C@H]2C)cc1
  -0.8, 13, 10, 9
- C[C@H]1CN([C@@H](C)CO)C(=O)Cc2cc(NC(=O)Nc3ccccc3)ccc2O[C@@H]1CN(C)S(=O)(=O)c1ccc(Cl)cc1
  -3.7, -40, 49, -8
- N#C[C@H]1[C@@H](c2ccccc2C2=CCCCC2)[C@H](CO)N1C(=O)c1cccc(F)c1
  -1.5, 10, ., -8
- Cc1noc(C)c1NC(=O)Nc1ccc2c(c1)C(=O)N([C@@H](C)CO)C[C@H](C)[C@H](CN(C)C(=O)Nc1ccccc1)OCCCC[C@H](C)O2
  -0.6, 2, 2, -12
- CCC(=O)N1CC[C@@H]2[C@H](CO)Nc3ccc(-c4ccccc4)cc3[C@@H]21
  -0.4, 9, 58, -26
- C[C@@H]1CN([C@H](C)CO)C(=O)c2cccc(NC(=O)c3ccc(-c4nccs4)cc3)c2O[C@H]1CN(C)Cc1ccc2c(c1)OCO2
  -2.6, -92*, 21, -2
- O=C(CCN1CCCCC1)NCC[C@H]1CC[C@H](NC(=O)C2CC2)[C@H](CO)O1
  0.2, -4, ., 3
- C[C@@H]1CCCCO[C@H](CN(C)C)[C@H](C)CN([C@@H](C)CO)C(=O)c2cc(NS(=O)(=O)c3cccs3)ccc2O1
  1.6, 26, 10, -1
- C[C@@H]1CCCCO[C@H](CN(C)Cc2ccc(C(F)(F)F)cc2)[C@@H](C)CN([C@H](C)CO)C(=O)c2cc(NC(=O)Nc3ccccc3)ccc2O1
  0.0, 48, 96*, 4
- Cc1cccc(S(=O)(=O)N2CCCCN3[C@H](CO)[C@@H](c4ccc(-c5ccccc5)cc4)[C@@H]3C2)c1
  ., -57, 105*, -6
- C[C@H]1CN([C@@H](C)CO)S(=O)(=O)c2ccc(-c3ccccc3)cc2O[C@H]1CN(C)C(=O)CN(C)C
  2.3, -54, 61, 4
- COCC(=O)N(C)C[C@H]1Oc2ncc(-c3ccccc3C)cc2C(=O)N([C@H](C)CO)C[C@@H]1C
  0.2, 29, 3, 7

Overlap with the part before: six entries, followed by the next part.
Order of results – KDM4C inh, Pf Dd2 growth, Tcruzi prolif, C diff growth
- O=C(CCN1CCCCC1)NCC[C@H]1CC[C@H](NC(=O)C2CC2)[C@H](CO)O1
  0.2, -4, ., 3
- C[C@@H]1CCCCO[C@H](CN(C)C)[C@H](C)CN([C@@H](C)CO)C(=O)c2cc(NS(=O)(=O)c3cccs3)ccc2O1
  1.6, 26, 10, -1
- C[C@@H]1CCCCO[C@H](CN(C)Cc2ccc(C(F)(F)F)cc2)[C@@H](C)CN([C@H](C)CO)C(=O)c2cc(NC(=O)Nc3ccccc3)ccc2O1
  0.0, 48, 96*, 4
- Cc1cccc(S(=O)(=O)N2CCCCN3[C@H](CO)[C@@H](c4ccc(-c5ccccc5)cc4)[C@@H]3C2)c1
  ., -57, 105*, -6
- C[C@H]1CN([C@@H](C)CO)S(=O)(=O)c2ccc(-c3ccccc3)cc2O[C@H]1CN(C)C(=O)CN(C)C
  2.3, -54, 61, 4
- COCC(=O)N(C)C[C@H]1Oc2ncc(-c3ccccc3C)cc2C(=O)N([C@H](C)CO)C[C@@H]1C
  0.2, 29, 3, 7
- COc1ccc(S(=O)(=O)Nc2ccc3c(c2)CC(=O)N([C@H](C)CO)C[C@@H](C)[C@H](CN(C)S(=O)(=O)c2cccs2)O3)cc1
  1.2, -5, 21, -6
- O=C(Cc1ccncc1)NCC[C@@H]1CC[C@H](NC(=O)Nc2ccc(Cl)cc2)[C@@H](CO)O1
  2.2, -10, 37, -1
- CCS(=O)(=O)N1CC2(CN(C(=O)Nc3c(C)noc3C)[C@@H](CO)c3c2c2ccc(OC)cc2n3C)C1
  -1.1, -53, ., -2
- COC(=O)C[C@H]1CC[C@H]2[C@@H](COC[C@@H](O)CN2S(=O)(=O)c2ccc(F)cc2)O1
  2.7, 14, 40, -4&-8
- C[C@@H]1CCCCO[C@H](CN(C)C(=O)Nc2ccccc2)[C@@H](C)CN([C@@H](C)CO)C(=O)c2cc(NC(=O)c3ccccc3)ccc2O1
  0.2, -53, 72, .
- Cc1ccc(S(=O)(=O)N[C@@H]2CC[C@@H](CC(=O)NCCc3ccncc3)O[C@@H]2CO)cc1
  -1.3, -9, 10, 2
- CCCN1[C@@H]2Cn3c(ccc(C4=CCCCC4)c3=O)[C@H]1[C@@H](C(=O)N1CCc3ccccc3C1)[C@@H]2CO
  -0.5, ., 74, -13
- CO[C@H](CN(C)C(=O)c1ccccc1F)[C@@H](C)CN([C@@H](C)CO)S(=O)(=O)c1ccc(Cl)cc1
  -1.1, 16, -6, .
- C[C@H]1CN([C@@H](C)CO)C(=O)c2cc(NC(=O)Cn3cnnn3)ccc2O[C@H]1CN(C)Cc1ccc(C(F)(F)F)cc1
  -0.5, -16, 23, -9
- C[C@@H]1CN([C@H](C)CO)C(=O)c2cccc(NC(=O)c3ccncc3)c2O[C@H]1CN(C)Cc1ccc(C(F)(F)F)cc1
  0.4, -22, 79, -7
- CCC(=O)N1CC(=O)N2[C@H](CO)[C@@H](c3ccc(-c4cccnc4)cc3)[C@H]2C1
  -0.2, -2, ., 0
- O=S(=O)(Cc1ccccc1)N1CCCCN2[C@@H](CO)[C@@H](c3ccc(-c4ccccc4)cc3)[C@@H]2C1
  0.0, -65, 99*, 23
- C[C@H](CO)N1C[C@H](C)[C@@H](CN(C)S(C)(=O)=O)Oc2ccc(NC(=O)C3CCCCC3)cc2CC1=O
  0.1, 13, 11, 2
- C[C@H]1CN([C@@H](C)CO)S(=O)(=O)c2ccc(C3=CCCCC3)cc2O[C@H]1CN(C)Cc1cncnc1
  1.9, -5, 78, 5
- C[C@H](CO)N1C[C@H](C)[C@H](CN(C)Cc2ccc(Cl)c(Cl)c2)Oc2c(NC(=O)Nc3ccc4c(c3)OCO4)cccc2C1=O
  2.0, -30, ?, .
- Cc1ccc(S(=O)(=O)N[C@@H]2C=C[C@H](CC(=O)NCCc3ccncc3)O[C@H]2CO)cc1
  -1.4, 13, 45, -1
- C[C@H]1CN([C@@H](C)CO)C(=O)c2cc(NC(=O)Nc3ccc(F)cc3)ccc2O[C@H]1CN(C)S(=O)(=O)c1cn(C)cn1
  0.6, -3, 19, -2
- C[C@@H]1CCCCO[C@H](CN(C)Cc2ccncc2)[C@@H](C)CN([C@@H](C)CO)C(=O)c2cc(N(C)C)ccc2O1
  2.7, 30, 23, 4
- C/C=C/c1ccc([C@@H]2[C@@H](CO)N(C(=O)CC)[C@H]2CNC(=O)CC2CC2)cc1
  -0.8, 20, 20, -6
- COC(=O)C[C@@H]1CC[C@H]2[C@H](COc3ccc(NC(=O)c4ccc(F)c(F)c4)cc3C(=O)N2C)O1
  -1.6, 12, 24, 8
- CCCN1[C@@H]2c3ccc(-c4ccccc4OC)c(=O)n3C[C@H]1[C@H](CO)[C@H]2C(=O)NCc1ccccn1
  0.4, ., 60, -6
- O=C(C[C@@H]1C[C@H]2c3cc(NC(=O)C4CCC4)ccc3O[C@H]2[C@@H](CO)O1)NCc1ccc2c(c1)OCO2
  -2.2, -8, 106*, 8
- C[C@@H]1CN([C@H](C)CO)C(=O)c2cccc(NS(=O)(=O)c3ccc(Cl)cc3)c2O[C@@H]1CN(C)C
  -0.4, 3, ., 2
- CN(C)CC(=O)N1[C@H](C#N)[C@@H](c2ccc(-c3cccc(C(=O)N(C)C)c3)cc2)[C@H]1CO
  -1.8, -19, 41, -5
- C[C@H]1CN([C@@H](C)CO)S(=O)(=O)c2ccc(C3=CCCC3)cc2O[C@@H]1CN(C)C(=O)c1cccnc1
  0.3, -10, 3, -5
- O=C(CC1CC1)N1CC2(C1)[C@H](c1ccccc1)[C@@H](CO)N2C(=O)c1cnccn1
  -0.5, -2, ., 0
- CN1CCN(C(=O)C[C@H]2CC[C@H]3[C@@H](COc4ccc(NC(=O)C5CC5)cc4C(=O)N3C)O2)CC1
  -1.1, 13, 19, 1
- C[C@@H]1CN([C@@H](C)CO)C(=O)Cc2cc(NC(=O)Cn3cnnn3)ccc2O[C@H]1CN(C)CC1CCCCC1
  -2.0, -14, 51, -2
- CC(=O)N1CCCCN2[C@@H](CO)[C@@H](c3ccc(-c4cccc(C)c4)cc3)[C@@H]2C1
  -1.3, 22, ?, -6
- Cc1ccccc1S(=O)(=O)N1C[C@@H](O)COC[C@@H]2O[C@H](CC(=O)N3CCN(C)CC3)CC[C@H]21
  -2.6, ., ?, -4&-11
- CC(C)[C@@H]1COCn2nncc2CC[C@H](Cc2ccccc2)C(=O)N1
  -0.4, ., ., 1
- CCC(=O)N1C[C@@H](O)COC[C@@H]2O[C@@H](CC(=O)NCc3cc(F)cc(F)c3)CC[C@H]21
  -2.0, -13, 33, 6&2
- CO[C@@H]1CN(C)C(=O)c2ccc(NC(=O)c3cc(C)on3)cc2OC[C@@H](C)N(C(=O)C2CCC2)C[C@H]1C
  1.3, -38, 42, .
- Cc1noc(C)c1NC(=O)Nc1cccc2c1O[C@H](CN(C)Cc1ccc3c(c1)OCO3)[C@H](C)CN([C@@H](C)CO)C2=O
  12, -2, -32, 2
- C[C@@H]1CN([C@@H](C)CO)C(=O)c2cc(C#C[C@@H](C)O)cnc2O[C@H]1CN(C)Cc1cccc(F)c1
  1.6, -14, 14, -1
- C[C@@H]1CN([C@@H](C)CO)C(=O)c2c(c3ccccc3n2C)-c2ccccc2CO[C@@H]1CN(C)S(=O)(=O)Cc1ccccc1
  -3.0, -51, 61, 3
- Cc1cc(C(=O)Nc2cccc3c2O[C@H](CN(C)C(=O)Nc2ccccc2)[C@@H](C)CN([C@@H](C)CO)C3=O)n(C)n1
  2.2, -2, 39, -5
- C[C@H](O)C#Cc1ccc2c(c1)O[C@@H](CN(C)C(=O)CC1CC1)[C@H](C)CN([C@H](C)CO)S2(=O)=O
  ., ., -28, -1
- CO[C@H]1CN(C)C(=O)c2cc(NS(=O)(=O)c3cn(C)cn3)ccc2OC[C@@H](C)N(CC2CC2)C[C@@H]1C
  0.6, 22, 0, .
- COCCNC(=O)C[C@@H]1C[C@@H]2c3cc(NC(=O)Nc4ccc(F)cc4)ccc3O[C@@H]2[C@H](CO)O1
  1.7, 16, 13, 1
- COCC(=O)N1CC(=O)N2[C@@H](CO)[C@H](c3ccc(C#CCc4ccccc4)cc3)[C@@H]2C1
  -0.3, -3, ., -6
- C/C=C/c1ccc([C@H]2[C@@H](CO)N(C(=O)C3CC3)[C@H]2CN(C)C(=O)CC)cc1
  0.0, -13, ., 0
- COc1cccc(CN2[C@@H]3CNC[C@H]2C3c2ccc(/C=C/c3ccccc3)cc2)c1 (stereo partly specified)
  1.1, -48, ., 39
- CO[C@@H]1CC[C@@H]2CCN(C)C(=O)[C@@H](C)CN(C)C(=O)c3cccc(C#N)c3OC[C@H]1O2
  -5.7, ., -2, -8
- C[C@H](CO)N1C[C@H](C)[C@H](CN(C)C)Oc2cc(C#C[C@@H](C)O)ccc2S1(=O)=O
  1.5, 26, 8, -2
- CC(=O)N1CC2(C1)[C@H](c1ccccc1)[C@H](CO)N2Cc1cc(F)ccc1F
  -0.3, 14, ., -3
- C[C@@H]1CN([C@H](C)CO)C(=O)Cc2cc(NS(=O)(=O)c3cn(C)cn3)ccc2O[C@H]1CN(C)S(=O)(=O)c1ccccc1
  0.9, 12, -4, -4
- C[C@@H]1CCCCO[C@@H](CN(C)C(=O)Cc2ccccc2)[C@@H](C)CN([C@@H](C)CO)C(=O)c2cc(NC(=O)Nc3ccccc3)ccc2O1
  -0.4, -59, -52, .
- C[C@@H]1CN([C@@H](C)CO)C(=O)c2cccc(NC(=O)C3CCCCC3)c2O[C@@H]1CN(C)S(=O)(=O)c1ccccc1
  8.0, -62, 57, -17
- CCCN1C[C@@H](C)[C@H](OC)CN(C)C(=O)c2ccc(NC(=O)c3cccc(OC)c3)cc2OC[C@H]1C
  -0.2, -40, 44, 0
- CN1CCN(C(=O)[C@@H]2[C@@H](CO)[C@@H]3Cn4c(cccc4=O)[C@H]2N3S(=O)(=O)c2ccccc2F)CC1
  -0.4, 9, 31, -1
- C[C@@H]1CN([C@H](C)CO)C(=O)c2ccccc2-c2ccccc2CO[C@H]1CN(C)C(=O)[C@@H](Cc1ccccc1)N(C)C
  1.7, -17, -27, -3
- C[C@@H]1CN([C@@H](C)CO)S(=O)(=O)c2ccc(C#CCN(C)C)cc2O[C@@H]1CN(C)C(=O)C1CCC1
  1.0, 2, 94, 0

Screening results deposited in PubChem BioAssay by Broad Institute.
